RXFP1 ag – activates the human relaxin receptor RXFP1. Q9HBX9. HEK293T-RXFP1 cAMP TR-FRET, 30 min; response scale: percent of porcine relaxin response, buffer zero. Potency, µM (highest dose often 57.5 µM), without a hit: top-dose activation, usual class: activators. hit rate 0.3% among 370,000; note: potency is the fitted concentration of half-maximal effect; % is set by controls: 0 for no effect and ±100 for the full control effect; nearly all actives have a fitted effect of over 60% in size; many of its hits are not listed in these tables
Target sequence (Q9HBX9 whole entry, looked up): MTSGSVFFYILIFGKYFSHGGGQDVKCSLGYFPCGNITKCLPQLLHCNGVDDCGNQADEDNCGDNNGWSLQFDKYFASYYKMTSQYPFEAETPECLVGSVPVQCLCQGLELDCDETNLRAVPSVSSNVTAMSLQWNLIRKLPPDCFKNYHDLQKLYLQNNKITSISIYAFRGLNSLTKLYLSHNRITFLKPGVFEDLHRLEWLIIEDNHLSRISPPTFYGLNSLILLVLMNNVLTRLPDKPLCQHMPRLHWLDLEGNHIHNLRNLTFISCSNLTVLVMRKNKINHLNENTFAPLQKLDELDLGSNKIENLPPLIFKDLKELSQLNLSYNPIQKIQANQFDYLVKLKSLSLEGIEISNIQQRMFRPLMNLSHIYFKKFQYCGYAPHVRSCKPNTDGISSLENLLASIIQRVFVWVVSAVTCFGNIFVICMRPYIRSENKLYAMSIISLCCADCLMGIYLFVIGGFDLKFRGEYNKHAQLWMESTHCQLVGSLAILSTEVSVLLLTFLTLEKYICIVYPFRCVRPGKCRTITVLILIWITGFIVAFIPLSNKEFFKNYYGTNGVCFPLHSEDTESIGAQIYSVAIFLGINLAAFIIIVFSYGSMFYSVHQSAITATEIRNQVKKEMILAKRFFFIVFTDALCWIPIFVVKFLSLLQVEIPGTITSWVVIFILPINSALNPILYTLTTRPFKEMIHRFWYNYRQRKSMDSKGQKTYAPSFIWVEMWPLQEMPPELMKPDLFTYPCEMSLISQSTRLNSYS
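Agonist response is measured as cAMP accumulation in an RXFP1-transfected HEK293T line under PDE4 inhibition. Values are scaled between buffer-only and 29 nM porcine relaxin, and EC50s come from standard Hill equation fits.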
Glioma ERSR ind – inducers of ER stress response in human glioma cells | U87-MG GRP78 promoter luciferase reporter, 16 h | Potency, µM, for inactives: at the top dose activation, usual class: activators | hit rate 0.02% among 420,000; note: potency is the fitted concentration of half-maximal effect; series mostly up to about 76 µM; % of control where 0% means no effect; nearly all actives have a fitted effect of over 35% in size
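Stably transfected U87-MG glioma cells carrying a GRP78-based luciferase sensor; 16 h compound incubation. Luminescence end-point read 10 min after Bright-Glo addition at room temperature.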
D2 potentiator – D2 dopamine receptor (human) potentiation; hit rate 0.34% among 340,000; AID 485347; HEK293 T-REx D2, calcium flux, EC20 dopamine potentiation; P14416; potentiation, % at 10 µM;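 active = potentiation over 3 SD above the plate norm, cut at about 30% in these data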; note: 0% is about no effect
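Potentiation of an EC20 dopamine calcium response measured kinetically over 180 s, after a preceding 180 s compound-only read flagging agonists. Cells: inducible Hek293 Trex D2 line, 4000/well, cultured overnight at 30 C before dye loading.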
Vif-APOBEC3F blk – inhibitors of Vif-A3F interaction; HeLa A3F-eYFP + Vif (tagged APOBEC3F with the HIV-1 protein that degrades it), YFP fluorescence increase; Potency, µM (highest dose often 46.1 µM), inactives show top-dose activity, negative = active; hit rate 0.2% among 390,000; AID 602313; note: potency is the fitted concentration of half-maximal effect; % of control where 0% means no effect; nearly all actives have a fitted effect of over 65% in size
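Fluorescence increase (Ex 488/Em 500-530) after overnight compound treatment at 37 deg C flags inhibition of Vif-driven A3F-eYFP loss in stable HeLa A3F-eYFP/Vif cells seeded overnight beforehand.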
D1 PAM – enhances dopamine response at the human D1 receptor | P21728 | HEK293 TREx D1 cells, calcium flux, dopamine EC20 potentiation | potentiation, % at 10 µM | hit rate 0.036% among 360,000; in the data active = potentiation above about 30%; note: 0% is about no effect
D1 agonist – human D1 receptor agonism; P21728; hit rate 1% among 360,000; activation, % at 2 µM; HEK293 T-REx D1 cells, calcium flux, agonist mode; AID 504660; in the data active = activation above about 30%; note: 0% is about no effect
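Inducible HEK293 T-REx D1 cells, force-coupled to calcium signalling, were plated at 4000 cells/well with tetracycline and held overnight at 30 C. After no-wash calcium dye loading, compound-evoked calcium rise over 180 s flagged agonists.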
Vif-A3G inh – Vif-A3G binding inhibition. Q9HC16. HeLa A3G-eYFP + Vif (tagged APOBEC3G with the HIV-1 protein that degrades it), YFP fluorescence, overnight. Potency, µM (series often up to 46.1 µM), for inactives: at the highest dose activity, negative = active, actives largely listed as inhibitors. hit rate 0.076% among 410,000. AID 602310;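 note: potency is the fitted concentration of half-maximal effect; % is set by controls: 0 for no effect and ±100 for the full control effect; nearly all actives have a fitted effect of over 60% in size; hits raise eYFP signal because A3G escapes Vif-driven loss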
Target sequence (Q9HC16 whole entry, looked up): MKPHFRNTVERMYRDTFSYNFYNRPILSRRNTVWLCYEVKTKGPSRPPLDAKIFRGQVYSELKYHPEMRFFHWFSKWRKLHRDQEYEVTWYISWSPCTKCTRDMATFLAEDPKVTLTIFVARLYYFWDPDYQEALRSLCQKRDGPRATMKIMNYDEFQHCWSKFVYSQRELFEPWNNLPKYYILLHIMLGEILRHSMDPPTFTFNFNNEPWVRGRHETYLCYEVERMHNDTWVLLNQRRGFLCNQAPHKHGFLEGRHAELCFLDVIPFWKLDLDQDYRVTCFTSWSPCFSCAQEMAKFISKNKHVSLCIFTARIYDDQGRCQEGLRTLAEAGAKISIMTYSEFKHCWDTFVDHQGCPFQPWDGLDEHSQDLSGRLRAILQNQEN
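HeLa cells stably expressing Vif and C-terminally eYFP-tagged A3G, seeded overnight at 37 deg C, then exposed to compound by pintool overnight at 37 deg C. Rise in yellow fluorescence (Ex 488/Em 500-530, Acumen) marks blocked Vif-driven A3G degradation.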
D1 antagonist – antagonists of human D1 dopamine receptor | P21728 | HEK293 TREx D1 cells, calcium flux, dopamine EC80; stronger effect = lower value | activity change, negative = inhibition, % at 10 µM | hit rate 3.2% among 360,000 | AID 504652; in the data active = activity change below about -30%; note: % is set by controls: 0 for no effect and ±100 for the full control effect
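After overnight tetracycline induction at 30 C, force-coupled D1 HEK293 cells took up a no-wash calcium dye at room temperature. Compounds were added and monitored 180 s, and the response to EC80 dopamine was then recorded.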
LDHA inh – LDHA (human) enzyme inhibition | P00338 | purified LDHA, NADH/diaphorase-resazurin fluorescence; stronger effect = lower value | activity change, % (values are at about 110 or 230 µM) | hit rate 0.15% among 480,000 | AID 1347041; in the data active = activity change below about -30%; inconclusive = mostly about -25% to -30%;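 note: plate controls were DMSO wells for no effect and wells without enzyme for full effect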
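Human LDH5 (2 nM) was incubated with 0.06 mM NADH and 0.2 mM pyruvate for 5 min at room temperature in Tris pH 7.4. Remaining NADH was coupled through diaphorase/resazurin, and resorufin fluorescence was read at 0 and 20 min.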
Numbers without * were called inactive; ? = inconclusive; . = not tested or not shown. Unless noted, calls come from the whole dose curve; as a rule, active = well fitted curve in the direction sought with a large enough effect; inconclusive = small, poorly fitted or top-dose-only effect, or another doubt; inactive = no such curve, though single readings can be large; an effect the other way counts as inactive or inconclusive. This is a subset; rates above refer to the full screens.

SMILES | RXFP1 ag | Glioma ERSR ind | D2 potentiator | Vif-APOBEC3F blk | D1 PAM | D1 agonist | Vif-A3G inh | D1 antagonist | LDHA inh
COc1ccc(C2CC(c3ccccc3)=NN2C(=O)COC(=O)c2cc(S(=O)(=O)N3CCOCC3)ccc2F)cc1 (centres undefined) | 2.1% | -3% | 7 | -3% | -4 | 9 | -7% | 1 | -5
Cc1ccc(CN(Cc2ccco2)C(=S)NCC(=O)NC2CC2)cc1 | -0.1% | 0% | -4 | 0% | -2 | 2 | 0% | -31* | -3
Cc1cccc(C)c1NC(=O)N1CCC(n2cnc3ccccc32)CC1 | -0.8% | -5% | -7 | -8% | -4 | 2 | 1% | -11 | -8
CCc1cc2c3c([nH]c2cc1S(=O)(=O)N1CCC2(CC1)OCCO2)CCCC3=O | -3.0% | -3% | 12 | -5% | 3 | 1 | -5% | -2 | 1
O=c1cc(NC2CCCCC2)[nH]c(=O)[nH]1 | . | -5% | . | 1% | . | . | -2% | . | 5
CCn1c(CCNC(=O)c2ccc(C)cc2)nnc1SCc1ccc(Cl)c(Cl)c1 | -0.3% | -5% | -25 | 2% | 5 | 3 | -2% | 3 | -6
O=C(O)c1ccc2cc(-c3ccccc3)[nH]c2c1 | . | -15% | . | 0% | . | . | -5% | . | 1
COC(=O)CN1C(=O)C2(OCCCO2)c2cc(Br)ccc21 | 0.7% | -2% | -3 | 5% | -5 | 2 | -1% | 7 | -1
Cc1sc2c(c1C)c(=O)nc1n2Cc2ccccc2-1 | 2.8% | . | 3 | . | 4 | -1 | . | 2 | .
CCc1ccccc1NC(=O)COC(=O)c1c(C)nsc1NC | 3.6% | -3% | -5 | -4% | -8 | 8 | 2% | -18 | -2
COc1ccc(-c2onc(C)c2C)cc1S(=O)(=O)NCc1cccs1 | 1.6% | -3% | -1 | 0% | -6 | 1 | -25% | -24 | -2
CC(=O)N=C1SC2CS(=O)(=O)CC2N1c1cccc(Cl)c1Cl (centres undefined) | 0.6% | -3% | 5 | 6% | -2 | 2 | -6% | 14 | -5
Cc1cc(C)c(S(N)(=O)=O)c(C)c1N(C)S(=O)(=O)c1ccc(Cl)cc1 | -2.6% | 0% | -1 | -16% | -3 | 0 | -1% | 10 | -5
COc1ccc(CCN2C(=O)NC(NS(=O)(=O)c3ccc(Cl)cc3)(C(F)(F)F)C2=O)cc1OC (centres undefined) | 0.0% | 1% | 1 | 2% | -3 | 5 | 0% | -7 | -3
Cc1ccc(CN(C)C(=O)CCNC(=O)c2ccc(Cl)cc2)o1 | . | -4% | . | -3% | . | . | 2% | . | -2
O=Cc1c(Nc2cccc(C(F)(F)F)c2)nc2ccccn2c1=O | 0.1% | 0% | -11 | 8% | 2 | 2 | 0% | -3 | -6
COC(=O)c1cc(COC(=O)c2nc3nccc(C)n3n2)oc1C | 16% | -5% | 0 | 18% | 4 | 4 | -7% | 3 | -16
Cc1ccc(NC(=O)c2cccc(-n3cnnn3)c2)cc1Cl | -0.7% | -2% | 6 | 5% | -12 | 1 | -7% | -3 | -12
COc1ccc(N(CC(=O)N/N=C/c2cccnc2)S(=O)(=O)c2ccc(C)cc2)cc1OC | 0.4% | -3% | 4 | -2% | -5 | 3 | -11% | -52* | -3
NC(=O)COC(=O)c1ccc2c(c1)S(=O)(=O)c1ccccc1C2=O | -3.1% | -4% | -1 | 10% | -11 | 1 | -3% | -13 | -3

Next part, overlapping the part above by 2 compounds.
SMILES | RXFP1 ag | Glioma ERSR ind | D2 potentiator | Vif-APOBEC3F blk | D1 PAM | D1 agonist | Vif-A3G inh | D1 antagonist | LDHA inh
COc1ccc(N(CC(=O)N/N=C/c2cccnc2)S(=O)(=O)c2ccc(C)cc2)cc1OC | 0.4% | -3% | 4 | -2% | -5 | 3 | -11% | -52* | -3
NC(=O)COC(=O)c1ccc2c(c1)S(=O)(=O)c1ccccc1C2=O | -3.1% | -4% | -1 | 10% | -11 | 1 | -3% | -13 | -3
CN(C)c1ccc(/C=N/NC(=O)c2ccc3c(c2)OCO3)cc1 | -0.4% | 4% | -7 | -6% | -3 | 2 | ? | -30* | -13
COc1cc2c(cc1OC)C(c1cccc(Br)c1)NC(=O)C2 (centres undefined) | -1.1% | -2% | 15 | 1% | -2 | 7 | -5% | 13 | 0
COc1ccccc1NC(=O)C1=C(C)Nc2nc(-c3ccc(N(C)C)cc3)nn2C1c1ccncc1 (centres undefined) | -4.5% | 2% | 8 | -2% | -2 | 0 | 0% | 3 | 15
COc1cccc(NC(=O)CN(C)CC(=O)Nc2ccc(C)c([N+](=O)[O-])c2)c1 | 0.7% | 0% | 0 | -4% | 0 | 6 | 2% | -12 | -3
O=C(CSc1nc2ccccc2c(=O)n1CCCN1CCOCC1)Nc1ccccc1OC(F)F | . | -4% | . | 7% | . | . | 1% | . | -8
CCn1c(CC2C(=O)N(C)c3ccccc32)nc2ccccc2c1=O (centres undefined) | 3.5% | . | 3 | . | 0 | 0 | . | -6 | -13
COc1ccc2[nH]c(=O)c(CN(C(=O)c3ccccn3)c3ccccc3)cc2c1 | 0.0% | 5% | 10 | 2% | 3 | 2 | 1% | -16 | -4
C=CCSc1nc(C)c2cc(C)cc(C)c2n1 | -0.8% | 0% | 2 | -5% | 1 | 1 | 2% | 16 | 1
O=C(Nc1ccc(F)cc1)Nc1ccccc1F | -1.4% | 3% | -2 | -6% | -10 | 18 | -1% | -26 | 1
CCCc1nc2ccc(NC(=O)NCCC(=O)OCC)cc2c(=O)n1Cc1cccc(Cl)c1 | -2.2% | -3% | 4 | -10% | -3 | 1 | 0% | 6 | -6
CCc1c(C)sc(NC(=O)c2ccco2)c1C#N | 0.3% | 6% | 12 | 0% | -1 | 5 | -11% | 1 | -3
Cn1c(=O)[nH]c(=O)c2c1nc(N1CCCCCC1)n2CCSc1nc2ccccc2[nH]1 | -0.4% | -15% | 1 | -5% | 3 | 9 | 1% | 28 | -5
O=C(N1CCOCC1)N(Cc1ccccc1)c1ccccn1 | 0.4% | -6% | -2 | -1% | 1 | 4 | 0% | 9 | -4
Cc1nc(-n2nc(C)c(CCC(C)C)c2C)sc1C(=O)Nc1cccc(Cl)c1C | -0.3% | -4% | -10 | -2% | 0 | -1 | 3% | -2 | -10
O=C(/C=C/c1cccs1)c1ccc(NC(=O)c2cccc(Br)c2)cc1 | 0.1% | -5% | -1 | -1% | -3 | 8 | -1% | -10 | -12
Cc1ccccc1C(=O)OCc1nnc(-c2ccc(Cl)cc2)o1 | 0.7% | 0% | 1 | 18% | 0 | 4 | -7% | 2 | -3
Cc1cccc(CN2CCSc3sccc3C2=O)c1 | 0.9% | -3% | . | 1% | 2 | 6 | -1% | 1 | -12
C=CCON1C(=O)c2ccccc2C1=O | 0.4% | -5% | 0 | -8% | 4 | 1 | -1% | 15 | -6
COc1ccc(CCNC(=O)COC(=O)C23CC4CC(CC(C4)C2)C3)cc1 | 0.6% | -3% | 14 | 3% | 2 | 4 | 0% | -14 | -4
CCN(CC)CCN(C(=O)c1ccc2ccccc2c1)c1nc2cc3c(cc2s1)OCO3 | -1.6% | -4% | -23 | 0% | 0 | 1 | 4% | 14 | 0

D1 antagonist, hit marks shown above.
molecule	RXFP1 ag	Glioma ERSR ind	D2 potentiator	D1 PAM	D1 agonist	D1 antagonist	LDHA inh
Cc1ccc(CN(Cc2ccco2)C(=S)NCC(=O)NC2CC2)cc1	-0.1%	0%	-4	-2	2	-31*	-3
COc1ccc(N(CC(=O)N/N=C/c2cccnc2)S(=O)(=O)c2ccc(C)cc2)cc1OC	0.4%	-3%	4	-5	3	-52*	-3
CN(C)c1ccc(/C=N/NC(=O)c2ccc3c(c2)OCO3)cc1	-0.4%	4%	-7	-3	2	-30*	-13

Additional records
SMILES | RXFP1 ag | Glioma ERSR ind | D2 potentiator | Vif-APOBEC3F blk | D1 PAM | D1 agonist | Vif-A3G inh | D1 antagonist | LDHA inh
CC(=O)Nc1ccc2nc(NC(=O)C(Cl)(Cl)Cl)sc2c1 | -0.2% | 1% | 2 | -6% | 0 | 3 | 0% | -10 | -7
COc1ccc(N2CCN(c3oc(-c4ccccc4OC)nc3C#N)CC2)cc1 | 0.1% | 3% | 2 | -17% | -8 | 0 | 3% | 18 | 7
COc1ccc(-c2cn3nc(N4CCC(C(=O)Nc5cc(Cl)ccc5OC)CC4)sc3n2)cc1 | 3.5% | 1% | 1 | 5% | 0 | -1 | 0% | -3 | -6
O=C1CCCc2[nH]c(-c3ccccc3)nc21 | -0.3% | 3% | 9 | -21% | -1 | 6 | -7% | 2 | 3
COc1ccc(C2=Nn3c(nnc3-c3ccncc3)SC2)cc1OC | 5.6% | -3% | 2 | -6% | 6 | 0 | -9% | -3 | 1
COc1ccccc1CNCc1ccc(C(=O)O)s1 | -4.3% | -2% | 6 | -4% | 0 | 4 | 2% | 3 | -12
COc1ccccc1OCCCOc1ccc(C)cc1Br | -0.8% | -1% | -9 | -8% | -3 | 5 | -4% | -13 | 2
N#C/C(=C\c1ccc(F)cc1)c1nc(-c2ccco2)cs1 | 0.9% | 6% | -3 | ? | -6 | 8 | -5% | -7 | -2
Cc1c(C(N)=O)c(-c2ccccc2)nn1-c1ccccc1 | -0.8% | 2% | 1 | 7% | -6 | 1 | 1% | -12 | -12
CCOc1ccc(NC(=S)NC(C)CCc2ccccc2)cc1 (centres undefined) | 3.1% | -7% | -9 | 15% | -12 | 5 | 1% | -4 | -3
O=S(=O)(Nc1c(Br)cc(Br)c2cccnc12)C1CCCCC1 | . | -1% | . | . | 8 | 0 | -1% | 2 | 6
O=C(Cc1ccccc1)N/N=C/c1ccccn1 | . | -1% | . | -3% | . | . | -1% | . | 6
Cc1[nH]c2ccccc2c1C(=O)CSc1cccc[n+]1[O-] | 0.0% | 2% | 13 | ? | 0 | 2 | -8% | 0 | -5
O=C(CCSc1nnnn1-c1ccccc1)N1CCOCC1 | 0.1% | 8% | 0 | -3% | -7 | 2 | 2% | 5 | -4
Cc1cc(NS(=O)(=O)c2cc(Cl)sc2Cl)no1 | 1.7% | -1% | 6 | -56% | -1 | 0 | -1% | 2 | -7
CCOC(=O)c1ccc(NC(=S)NNC(=O)COC)cc1 | -1.7% | 2% | 9 | 4% | 1 | -1 | 0% | -2 | -3
